Screening results from PubChem.
KDM5B inhibitor – blocks human KDM5B histone demethylase activity. Potency, µM (series often up to 57.7 µM), for inactives: at the highest dose activity change, negative = inhibition, actives largely listed as inhibitors. KDM5B demethylase, FDH-coupled NADH fluorescence (FDH is formaldehyde dehydrogenase). Q9UGL1. 220,000 tested, 2.6% active. AID 1347165; active = well fitted inhibition curve with a large enough effect; inconclusive = small, poorly fitted or top-dose-only effect; inactive = no such curve, though single readings can be large or run the other way; also: 0% is about no effect; nearly all actives have a fitted effect of over 70% in size
Target sequence (Q9UGL1 whole entry, looked up): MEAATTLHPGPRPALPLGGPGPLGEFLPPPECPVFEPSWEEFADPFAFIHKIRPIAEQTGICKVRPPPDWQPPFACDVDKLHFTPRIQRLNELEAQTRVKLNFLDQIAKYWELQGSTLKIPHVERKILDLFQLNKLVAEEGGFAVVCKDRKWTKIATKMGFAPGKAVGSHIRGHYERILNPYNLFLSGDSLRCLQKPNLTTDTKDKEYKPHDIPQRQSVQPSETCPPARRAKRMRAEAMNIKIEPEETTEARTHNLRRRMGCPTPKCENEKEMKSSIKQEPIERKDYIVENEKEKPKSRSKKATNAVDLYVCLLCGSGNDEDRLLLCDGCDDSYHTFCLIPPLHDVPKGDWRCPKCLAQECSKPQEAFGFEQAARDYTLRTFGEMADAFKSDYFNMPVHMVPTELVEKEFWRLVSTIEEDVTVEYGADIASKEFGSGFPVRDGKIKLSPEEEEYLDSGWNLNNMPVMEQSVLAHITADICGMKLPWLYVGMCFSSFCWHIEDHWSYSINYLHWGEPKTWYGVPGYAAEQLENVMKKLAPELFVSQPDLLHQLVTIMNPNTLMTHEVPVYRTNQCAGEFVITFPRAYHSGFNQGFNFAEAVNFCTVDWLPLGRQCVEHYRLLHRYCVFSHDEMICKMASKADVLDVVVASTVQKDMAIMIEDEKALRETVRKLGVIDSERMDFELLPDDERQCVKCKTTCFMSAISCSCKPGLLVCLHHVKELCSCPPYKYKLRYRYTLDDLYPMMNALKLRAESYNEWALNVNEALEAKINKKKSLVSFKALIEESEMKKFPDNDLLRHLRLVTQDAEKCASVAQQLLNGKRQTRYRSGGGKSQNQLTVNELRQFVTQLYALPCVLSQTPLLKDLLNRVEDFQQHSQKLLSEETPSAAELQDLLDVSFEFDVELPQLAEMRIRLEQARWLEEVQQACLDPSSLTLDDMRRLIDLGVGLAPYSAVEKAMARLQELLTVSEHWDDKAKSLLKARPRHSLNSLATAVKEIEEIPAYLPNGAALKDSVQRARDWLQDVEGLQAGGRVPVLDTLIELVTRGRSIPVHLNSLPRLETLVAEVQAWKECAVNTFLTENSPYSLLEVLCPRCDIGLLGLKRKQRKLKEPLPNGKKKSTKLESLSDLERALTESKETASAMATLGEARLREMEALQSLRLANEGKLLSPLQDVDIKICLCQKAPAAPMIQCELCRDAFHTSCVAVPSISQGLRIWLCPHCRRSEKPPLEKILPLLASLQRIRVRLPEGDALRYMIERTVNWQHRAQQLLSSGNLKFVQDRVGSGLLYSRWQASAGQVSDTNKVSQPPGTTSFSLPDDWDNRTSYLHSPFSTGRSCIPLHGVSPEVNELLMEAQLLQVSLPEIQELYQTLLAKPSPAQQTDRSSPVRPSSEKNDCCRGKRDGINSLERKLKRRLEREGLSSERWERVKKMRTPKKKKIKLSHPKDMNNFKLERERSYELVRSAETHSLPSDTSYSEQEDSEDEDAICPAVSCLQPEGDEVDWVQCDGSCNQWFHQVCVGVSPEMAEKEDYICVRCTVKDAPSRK
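Inhibition is measured as reduced NADH fluorescence generation from FDH coupling to formaldehyde release. Truncated KDM5BΔAP at 200 nM final acts on H3K4me3 peptide (12.5 µM in substrate mix) in pH 7.5 HEPES buffer with Tween-20, 30 min, room temperature.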
Starred values were filed as active, the others as inactive; u = inconclusive; [ ] = another dose, or the depositor's remark. Potency is read from the fitted curve at half-maximal effect.

| compound | KDM5B inhibitor |
| --- | --- |
| COc1ccc(CNc2nc(-c3ccco3)nn2S(=O)(=O)c2ccc(C)cc2)cc1OC | -17% |
| COc1ccc(Cl)cc1NC(=O)C(=O)c1cn(CC(=O)N2CCOCC2)c2ccccc12 | -4% |
| CCCN(CC(=O)Nc1ccc(-c2ccccc2)cc1)Cc1nnc(-c2ccco2)o1 | 20% |
| OC1(CN2CCCCC2)CCN(Cc2cnc(-c3ccccn3)nc2)C1 (stereo not drawn) | u |
| O=S(=O)(c1ccccc1)c1cnc2cc3c(cc2c1N1CCN(c2ccccc2)CC1)OCCO3 | -10% |
| Cc1ccccc1C(=O)Nc1ccnn1C1CCN(Cc2cccnc2)CC1 | -4% |
| O=CNNC(=S)NCc1ccc(Cl)cc1 | 19% |
| CC(=O)Nc1ccc(CC(=O)N2CCC3(CCC(=O)N(Cc4ccccc4)CC3)CC2)cc1 | 11% |
| O=C1CO[C@H]2CCN(Cc3ccccc3F)CC[C@@H]2N1Cc1ccccc1 | u |
| Cc1cccc(C(=O)N2CCC3(CC2)CC(c2ccccc2)CN(C)C3)n1 (stereo not drawn) | -21% |
| O=S(=O)(Cc1ccccc1)NC[C@H]1COCc2nc3cccnc3n21 | -15%[86.2 µM] |
| O=[N+]([O-])c1ccc(Sc2ccc(NC(=S)Nc3ccccc3)cc2)cc1 | -16% |
| NC(=O)c1ccccc1NCC(=O)c1ccc(F)cc1 | u |
| COc1ccc(S(=O)(=O)n2nc(C)c(S(=O)(=O)N3CCCCCC3)c2C)cc1C | u |
| CN(C)C(=O)CN1CCCN(Cc2ncc(-c3ccccc3)o2)CC1 | -12% |
| Cc1ccc(CNC(=O)c2c(O)nc3cc(C)ccn3c2=O)cc1 | u |
| CCCCN1C(=O)[C@@H]2C[C@@H](O)CN2C2(CN(CC(C)C)C2)C1=O | 18%[86.2 µM] |
| COc1ccccc1CNC(=O)Cn1ncn2c(cc3sccc32)c1=O | -7% |
| O=c1n(-c2ccncc2)nc2n1CCN(Cc1ccc(OC(F)(F)F)cc1)C2 | -13% |
| O=C(CSCc1ccccc1Cl)N1CCN(c2ccc(Cl)cc2)CC1 | -25% |
| O=C(OCCOc1ccccc1Cl)c1ccccc1Sc1ccc(C(F)(F)F)cc1[N+](=O)[O-] | 1% |
| CN(Cc1cccnc1)c1nc2c(c(=O)[nH]1)CCN(Cc1ccc(Cl)c(F)c1)CC2 | -39% |
| CNC(=O)[C@@H]1C[C@@H](O)CN1C1CCN(C(=O)Cc2cccc(OC)c2)CC1 | -12% |
| O=C(CSc1nc(C(F)(F)F)nc2ccccc12)NN1C(=O)NC2(CCCCC2)C1=O | 12% |
| Cc1cccc(NC(=O)CN2C(=O)CCn3nc(-c4cccn4C)cc32)c1C | u |
| O=C1OC(CCl)CN1Cc1c(Cl)cccc1Cl (stereo not drawn) | 18% |
| Cc1cccc(C)c1OCCn1c(C2CC(=O)N(c3cccc(Cl)c3)C2)nc2ccccc21 (stereo not drawn) | -73% |
| O=C1CC(c2ccccc2)N(Cc2ccncc2)CCCN(C(=O)COc2ccccc2)CCN1 (stereo not drawn) | -30% |
| CSc1ccc(/C=N/Nc2cccc(Cl)c2)cc1 | u |
| CN1C(=O)CC[C@]2(C(=O)NCc3cccc(Cl)c3)CCCC[C@@H]12 | 16% |
| CCCNC(=O)N1CCCCCCNC(=O)[C@@H]2C[C@@H](c3nc(-c4cccnc4)no3)C[C@@H]21 | -16% |
| Cc1ccc(NC(=O)Cn2c(-c3ccc(Cl)cc3)nc(C)c(CCO)c2=O)cc1 | 5% |
| CCc1nc(CN2C(=O)COc3ccc(S(=O)(=O)NC4CCCCCCC4)cc32)no1 | 20% |
| COc1ccc(C(=O)CC2(O)C(=O)N(Cc3c(F)cccc3Cl)c3ccccc32)c(OC)c1 (stereo not drawn) | 1% |
| CCc1noc(-c2cn(C3CCCN(C(=O)c4ccc(C)s4)C3)nn2)n1 (stereo not drawn) | -15% |
| Cc1nc(CSCCC(=O)NCC(C)(C)N2CCOCC2)cs1 | 0% |
| O=C1CCCN1CCCN1C(=O)[C@@H]2C[C@@H](O)CN2C2(CN(C3Cc4ccccc4C3)C2)C1=O | 13% |
| COCCNC(=O)C1COC2(CCN(C(=O)c3ccccc3F)CC2)N1C(=O)c1cccc(OC)c1 (stereo not drawn) | -16% |
| Cc1c(Cl)cccc1NC(=O)C1CCN(c2ncnc3c2nc2n3CCCCC2)CC1 | u |
| O=C(CC(c1ccccc1)c1ccccc1)N1CCN(C/C=C/c2ccccc2)CC1 | 5% |
| Cc1ccc(S(=O)(=O)Cc2ccc(C(=O)N3CCN(c4cccc(C)c4C)CC3)o2)cc1 | -17% |
| Cc1oc(-c2ccccc2)nc1CC(=O)Nc1ccccc1C(C)(C)C | -13% |
| CC(NC1CCCc2ccccc21)C(=O)c1c[nH]c2ccccc12 (stereo not drawn) | -13% |
| COc1cc(Cl)c(C)cc1NC(=O)c1nn(-c2ccc(C)cc2)c(=O)n(C)c1=O | 14% |
| COc1cccc(NC(=O)c2sc3nc4n(c(=O)c3c2C)CCC4)c1 | -10% |
| O=C(CC1C(=O)NCCN1C(=O)CN1CCN(C(=O)c2ccco2)CC1)Nc1ccc2c(c1)OCO2 (stereo not drawn) | 18% |
| COc1ccc2[nH]cc(CCNC(=O)C3Cn4cccc4C(=O)N3Cc3ccccc3)c2c1 (stereo not drawn) | -13% |
| COc1ccc(NC(=O)Nc2ccc(C(=O)N3CCOCC3)cc2)cc1OC | -39% |
| COC(=O)COc1cccc2c(=O)n(CC(=O)N3CCCCC3)ccc12 | -41% |
| CCOc1ccc(-c2nnc(Nc3ccc(S(N)(=O)=O)cc3)c3ccccc23)cc1 | 9%[11.5 µM] |
| CCOCc1nnc(NC(=O)C2CC(=O)N(CCc3c[nH]c4ccc(Cl)cc34)C2)s1 (stereo not drawn) | 14% |
| CNC(=O)N1CCC(n2c(C)cnc2C2CC2)CC1 | -11% |
| CNC(=O)c1cc[nH]c1C1CCCN(C(=O)c2cc(C)n(CCOC)c2C)C1 (stereo not drawn) | -16% |
| Cc1ccc(C(C)NC(=O)C2CCCCC2)cc1C (stereo not drawn) | 6% |
| O=C(NCCCN1CCN(c2ccccc2F)CC1)c1ccc2nc(N3CCCCC3)sc2c1 | -2% |
| NC(=S)NC(c1ccccc1)c1ccncc1 (stereo not drawn) | u |
| NNc1ccc(Cl)nn1 | -4% |
| CC(=O)Oc1ccc2cc(-c3nc(-c4ccc(C)cc4)no3)c(=O)oc2c1 | u |
| COc1cccc([S+](=O)([O-])N2CCC(c3nnc4n3C(C(=O)O)CC4)CC2)c1 (stereo not drawn) | 79µM* |
| CC(CCO)Nc1nc2c(c(=O)n(C)c(=O)n2C)n1Cc1ccc(Br)cc1 (stereo not drawn) | -32% |

Additional records:
| compound | KDM5B inhibitor |
| --- | --- |
| O[C@]1(c2ccccc2)CCN(Cc2ccco2)C[C@H]1N1CCCC1 | u |
| COc1ccc(OC)c(CNC(=O)Nc2cn(CC(C)C)c(=O)c3ccccc23)c1 | u |
| O=C(CN1Cc2nc(-c3ccsc3)ccc2OCC1=O)N1CCCC1 | -37%[86.2 µM] |
| CC1(CCCCc2ccccc2)COc2ccc(C(=O)N3CCOCC3)cc2N1 (stereo not drawn) | u |
| Cc1cc2oc(C(=O)N3CCC(Cc4ccccc4)CC3)cc(=O)c2cc1C | 7% |
| CCn1cc(CCC(=O)NCc2ccc(C)cc2)c2ccccc21 | u |
| CCCSc1nc2sc3c(c2c(=O)n1-c1cccc(Br)c1)CC(C)(C)OC3 | -49% |
| CCc1cccc(NC(=O)N2CCc3c(nc(-c4ccc(OC)cc4)[nH]c3=O)C2)c1 | u |
| CCCC(=O)Nc1cccc(C(=O)NCCc2ccccc2)c1 | -3% |
| Cc1cccc(CCNC(=O)c2nn(C)c3c2CSc2ccccc2-3)c1 | u |
| Cc1cc(C)c(OCCOCCN2CCCC2)c(C)c1 | u |
| Cc1[nH]c(-c2ccccc2)nc1C(=O)N1CCN(c2ccccc2C#N)C(=O)C1 | 8% |
| Cc1noc(-c2cccn3c(CNC(=O)c4cc(F)cc(F)c4)nnc23)n1 | u |
| Cc1ccc2c(C)nc(Nc3nc(C(C)C)cc(=O)[nH]3)nc2c1 | -8% |
| CC(=O)Nc1cccc(NC(=O)c2cnn(-c3ccccc3F)c2C(F)(F)F)c1C | 0% |
| CCc1ccc(NC(=O)c2ncoc2-c2cccc(OC)c2)cc1 | -14% |
| CCCCn1c(=O)n(CC(=O)NC(C)C(C)C)c(=O)c2c1ncn2Cc1ccco1 (stereo not drawn) | -6% |
| CC1CCCN(CCCNC(=O)CN2C(=O)CSc3ccc(S(=O)(=O)N4CCOCC4)cc32)C1 (stereo not drawn) | -27% |
| CC1=NS(=O)(=O)N(Cc2ccccc2F)C=C1C(=O)O | -28% |
| COc1cccc(NC(=O)c2ccc3c(c2)NC(C)(COc2cccnc2)CO3)c1 (stereo not drawn) | u |
| Cc1cc(C)c(S(=O)(=O)N2CCC(C(=O)NCc3csc(-c4ccccc4)n3)CC2)c(C)c1 | -3% |
| Cc1ccc(N2C(=O)CSC23C(=O)N(CC(=O)NC2CCCCC2)c2ccccc23)cc1 (stereo not drawn) | -9% |
| O=c1[nH]ccn1C1CCN(Cc2cccc3ccccc23)CC1 | -14%[86.2 µM] |
| C=CCSc1nc2c(c(=O)[nH]c(=O)n2C)n1CCCCC | -4% |
| O=C(NCc1ccccc1)C1CCN(c2nc3ccccc3o2)CC1 | 11% |
| COc1ccc(CN2CC3(COCC2=O)CN(c2ccc(C(F)(F)F)cn2)C3)cc1F | u |
| Cc1ncc(-c2ccc(S(=O)(=O)Nc3cccc(Cl)c3C)cc2)o1 | 5% |
| O=C1CC(c2ccccc2)N(C(=O)CNC(=O)NC2CCCCC2)CCCCCN1 (stereo not drawn) | -21% |
| CCC1=C(C(=O)OC)C(c2ccccc2)N2C(CC(=O)NCC3CCCO3)=CSC2=N1 (stereo not drawn) | -28% |
| O=C(CN1C(=O)NC2(CCCCC2)C1=O)NCCCc1ccccc1 | 25% |
| CCn1c(=O)n(CC(=O)NCC(=O)Nc2cccc(C)c2C)c2ccccc21 | -2% |
| CCOC(=O)C1CCN(S(=O)(=O)c2cc(-c3onc(C)c3C)ccc2OC)CC1 | 4% |
| CCc1ccc(-c2csc(NC3OC(=O)c4c3ccc(OC)c4OC)n2)cc1 (stereo not drawn) | -4% |
| CCCn1c(C)c(CC(=O)N(CC)Cc2noc(C)n2)c2c1CC(C)(C)CC2=O | -13% |
| O=C1NCCC[C@@H]1NC(=O)[C@@H]1CN(C(=O)CS(=O)(=O)c2ccccc2)CCN1C(=O)c1ccccc1 | 28% |
| Cc1cc(=O)oc2c(C)c(OC(C)C(=O)NCCCN(C)C)ccc12 (stereo not drawn) | u |

Arranged by value in KDM5B inhibitor (descending): six from the list above.
| compound | KDM5B inhibitor |
| --- | --- |
| O=C1NCCC[C@@H]1NC(=O)[C@@H]1CN(C(=O)CS(=O)(=O)c2ccccc2)CCN1C(=O)c1ccccc1 | 28% |
| O=C(CN1C(=O)NC2(CCCCC2)C1=O)NCCCc1ccccc1 | 25% |
| O=C(NCc1ccccc1)C1CCN(c2nc3ccccc3o2)CC1 | 11% |
| Cc1ncc(-c2ccc(S(=O)(=O)Nc3cccc(Cl)c3C)cc2)o1 | 5% |
| O=C1CC(c2ccccc2)N(C(=O)CNC(=O)NC2CCCCC2)CCCCCN1 (stereo not drawn) | -21% |
| CCC1=C(C(=O)OC)C(c2ccccc2)N2C(CC(=O)NCC3CCCO3)=CSC2=N1 (stereo not drawn) | -28% |

The list continues:
| compound | KDM5B inhibitor |
| --- | --- |
| CNC(=O)c1ccc(-c2nc(CN3CCN(C(=O)Nc4cccc(OC)c4)CC3)c(C)o2)cc1 | -6% |
| O=C(COc1ccccc1)Nc1nnc(S(=O)(=O)Nc2ccccc2)s1 | -4% |
| O=C(CCS(=O)(=O)c1cc(Br)cc2c1N(C(=O)C1CC1)CC2)NCc1ccccc1Cl | -3% |
| CC(C)CCNC(=O)CN1C(=O)CSc2ccc(S(=O)(=O)N3CCCCC3)cc21 | -5% |
| COc1ccccc1NC(=O)CCC(=O)Nc1ccccc1OC | 9% |
| CO[C@H]1[C@H](NC(=O)Cc2c[nH]c3ccccc23)c2ccccc2C12CCNCC2 | -8% |
| Cc1ccc(N2C(=O)c3n[nH]c(C)c3C2c2ccc(O)cc2)cc1 (stereo not drawn) | 13% |
| COc1ccc(C2(C(=O)N3CCCC3c3nc(C4CCOCC4)no3)CC2)cc1 (stereo not drawn) | -14% |
| CN1CCC(NC[C@H]2O[C@@H](CO)[C@@H](O)[C@H]2N2CCOCC2)CC1 | u |
| COc1cccc(CN2C(=O)OC3(CCN(C(=O)Cc4ccccn4)CC3)C2(C)c2cccnc2)c1 (stereo not drawn) | -13% |
| O=C(NCCN1CCCC1)c1c[nH]c2ccccc12 | -4% |
| CC(=O)N1CCc2cc(S(=O)(=O)NC(CC(C)C)C(=O)NCCc3ccccc3)ccc21 (stereo not drawn) | 5% |
| CCN1CCN(CCN2CC3(CCN(C(=O)c4ccc(C)nc4)CC3)OC2=O)CC1 | u |
| COc1ccc(OC)c(CN2C[C@H]3[C@H](C2)[S+](=O)([O-])C(C)(C)C(=O)N3CCOc2ccccc2)c1 | -6% |
| COc1cc(C)ccc1OCCSc1nc2ccc(NC(=O)c3ccc(C)cc3)cc2s1 | 4% |
| CC(=O)N1CC[C@@H](CC(=O)O)[C@@H](CC2=NCCc3ccccc32)C1 | -28%[86.2 µM] |
| CCOC(=O)c1scc(-c2ccccc2)c1S(=O)(=O)Nc1ccc(N(C)C)cc1 | u |

Ordered by formula weight (rising): 3 of the compounds above
| compound | KDM5B inhibitor |
| --- | --- |
| CC(=O)N1CC[C@@H](CC(=O)O)[C@@H](CC2=NCCc3ccccc32)C1 | -28%[86.2 µM] |
| CC(=O)N1CCc2cc(S(=O)(=O)NC(CC(C)C)C(=O)NCCc3ccccc3)ccc21 (stereo not drawn) | 5% |
| COc1cc(C)ccc1OCCSc1nc2ccc(NC(=O)c3ccc(C)cc3)cc2s1 | 4% |

Not all compounds are listed; count on the stated rates, not on these rows.
